TRPM1 prom inh – inhibitors of MITF-dependent TRPM1 promoter reporter, primary screen, cell-based, SK-MEL-5, single point, luciferase; SK-MEL-5 TRPM1 promoter luciferase, 24 h; inhibition, % at 12.5 µM; 330,000 compounds, 0.83% hits;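 active = mean inhibition across replicates of 60% or more, whatever share of single replicates reaches that level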; note: values of inactives mirror those of a sister screen read the other way
KKLEB cytotox – cytotoxicity in KKLEB CF airway cells, primary screen, cytotoxicity control for CF NF-kB inhibitor project, cell-based, uHTS, fluorescence assay plates | KKLEB CF airway cells viability, ATPlite luminescence, overnight; stronger effect = lower value; cells stimulated with P. aeruginosa culture filtrate | activity change (cytotoxicity), % at 5 µM | 360,000 compounds, 0.36% hits | AID 602141, 2011;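 active = corrected activity change at or below -50% at 5 µM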
Peg3 prom inh – Peg3 promoter-driven luciferase inhibitors, primary screen, cell-based, HeLa, luciferase luminescence; AID 588405, 2011; 360,000 compounds, 1.7% hits; HeLa PEG-Prom luciferase reporter, overnight; inhibition, % at 20 µM;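 active = inhibition of at least 50% at 20 µM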
HIF-2a block – HIF-2a reporter inhibitors, primary screen, luminescence, 786-0 RCC cells. inhibition, % at 18.8 µM. 786-0 RCC cells HIF-2a reporter, luciferase luminescence, overnight. 360,000 compounds, 0.72% hits;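 active = inhibition of the luminescence signal of 40% or more relative to plate controls, in a single-dose primary screen at 18.75 µM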
NR2E3 ag-1 – NR2E3 agonists in two-hybrid cells, primary screen, cell-based, luminescence, CHO-S, Gal4-NCOR/VP16-NR2E3. Photoreceptor-specific nuclear receptor (Homo sapiens), Q9Y5X4. luciferase. inhibition of corepressor binding, % at 3.98 µM. 360,000 compounds, 0.35% hits. AID 602229, 2012;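 active = inhibition above the mean of all tested compounds plus 3 SD, cut at about 70% in these data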;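 note: 0% = DMSO with NR2E3 transfected cells and 100% = cells lacking NR2E3 construct; higher means lower luciferase signal from less NR2E3 corepressor binding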
Target sequence (Q9Y5X4 whole entry, looked up, the tested form may be a part): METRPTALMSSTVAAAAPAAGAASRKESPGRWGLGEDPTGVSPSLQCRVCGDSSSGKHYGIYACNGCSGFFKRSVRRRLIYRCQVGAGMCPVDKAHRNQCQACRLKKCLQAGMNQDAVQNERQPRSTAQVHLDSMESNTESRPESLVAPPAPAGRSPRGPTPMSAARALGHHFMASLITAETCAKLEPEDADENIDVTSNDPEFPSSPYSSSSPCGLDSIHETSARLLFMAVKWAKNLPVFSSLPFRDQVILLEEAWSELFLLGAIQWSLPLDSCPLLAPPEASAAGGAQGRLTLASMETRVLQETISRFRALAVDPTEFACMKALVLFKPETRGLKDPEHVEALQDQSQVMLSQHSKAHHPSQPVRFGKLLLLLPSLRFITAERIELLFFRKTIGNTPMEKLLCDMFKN
Shn3 3UTR inh – reduction of Shn3 3'UTR firefly luciferase signal, primary screen, Schnurri-3 inhibitor project, cell-based, Clone20 osteoblasts, set 2; inhibition, % at 12.5 µM; Clone20 osteoblast Shn3 3'UTR firefly luciferase, 24 h; 360,000 compounds, 0.52% hits; AID 588674, 2011;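 active = mean inhibition of at least 75% with every replicate also reaching 75%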;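 note: 0% = median of neutral control wells and 100% = pilot-screen positive control compound; some compounds past the cut are filed as inactive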
TWEAK-Fn14 inh – inhibitors of TWEAK-Fn14 signaling, primary screen, luciferase reporter cells, uHTS; inhibition, % at 10 µM; 360,000 compounds, 2% hits; AID 1159606, 2016; TWEAK-stimulated Fn14 reporter cells, luciferase luminescence, 8 h; in the data active = inhibition above about 50%
CF NFkB block – inhibitors of PAF-induced NF-kB signaling, primary screen, cell-based, GFP fluorescence, uHTS | 360,000 compounds, 0.86% hits | inhibition, % at 5 µM | KKLEB NF-kB-GFP reporter, GFP fluorescence overnight;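 active = at least 50% inhibition at 5 µM, scaled per plate between neutral and stimulator controls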;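 note: PAF is a Pseudomonas aeruginosa culture filtrate used as stimulus; plate controls were PAF-stimulated DMSO wells for no effect and unstimulated DMSO wells for full effect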
C8 TRAIL sens – viability loss with TRAIL in NB7+C8 cells, primary screen, TRAIL sensitizer project, cell-based, ATPlite luminescence | inhibition (viability loss, TRAIL sensitization), % at 10 µM | 360,000 compounds, 1% hits;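 active = compounds causing at least 50% loss of cell viability in the single-dose screen, relative to plate controls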
NR2E3 ag-2 – inhibitors of NR2E3-RetCOR corepressor binding, primary screen, NR2E3 agonist project, biochemical, TR-FRET, GST-NR2E3, biotin-RetCOR; Photoreceptor-specific nuclear receptor (Homo sapiens), Q9Y5X4; 1536-well; inhibition of corepressor binding, % at 4.78 µM; 320,000 compounds, 0.12% hits; AID 2300, 2010;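 active = percent inhibition above the cutoff of mean plus 3 SD of all tested compounds, set per screening campaign, cut at about 20% in these data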;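 note: 0% = DMSO wells and 100% = biotin wells as full block of FRET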
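Material – GST-tagged NR2E3 plus biotinylated RetCOR corepressor · Quantity – NR2E3 fusion 1.35 nM · Times – 5 h incubation at 4 °C · Medium – pH 7.5 Tris-based buffer · Technique – TR-FRET, Eu(K)-anti-GST donor, streptavidin-D2 acceptor, ex 340, em 617/671 nm · Benchmarks – high control biotin, low control 0.6% DMSO · Format – 1536-well plates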
TROY NFkB inh – inhibitors of TROY-driven NF-kB signaling, primary screen, Q293 LMP1-TROYcd cells, NF-kB luciferase, uHTS. Q293 LMP1-TROYcd NF-kB luciferase reporter, 4 h. inhibition, % at 10 µM. AID 1347056, 2019. 360,000 compounds, 0.98% hits;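 active = compounds whose plate-normalised and pattern-corrected inhibition of the luciferase reporter signal at the single screening dose is 50% or more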
* marks the source's active call; other numbers are inactive results; / = no result given. Only part of the results is shown; rates above refer to the full screens.

SMILES	TRPM1 prom inh	KKLEB cytotox	Peg3 prom inh	HIF-2a block	NR2E3 ag-1	Shn3 3UTR inh	TWEAK-Fn14 inh	CF NFkB block	C8 TRAIL sens	NR2E3 ag-2	TROY NFkB inh
CCOC(=O)Cc1nnc(NC(=O)C(CC)Sc2nnc3c4ccccc4n(C)c3n2)s1 (stereo not drawn)	12.0	9.4	27.8	8.3	13.8	3.8	1.3	-15.3	1.0	7.2	5.5
O=C(CSC(=S)N1CCSCC1)c1ccc(Cl)cc1	-83.9	2.0	-282.5	-238.5	-101.3	-85.3	-10.4	6.6	-0.5	-1.4	-4.2
c1cncc(-c2nc3c(ccc4ccccc43)[nH]2)c1	-11.6	4.7	-136.7	-158.1	-27.8	-26.2	-6.8	-12.3	-3.9	5.7	-62.7
NC(=O)C1CCN(C(=S)c2cccs2)CC1	-1.2	2.9	13.5	13.2	4.2	7.0	-23.2	15.7	-3.8	-0.2	9.1
COc1ccc(CN2CCCC(C(=O)c3ccc(Cl)cc3)C2)cc1Cn1cccn1 (stereo not drawn)	14.0	3.5	17.0	21.0	23.8	-2.9	1.0	-1.9	11.4	-4.3	7.3
Cc1csc(NC(C)c2nc3cc(C(F)(F)F)ccc3n2CCCO)n1 (stereo not drawn)	9.9	-9.5	-5.0	15.9	-12.9	-10.5	-2.2	0.3	19.5	6.6	6.6
O=C(O)Cn1cc(C(=O)c2cccs2)c2ccccc21	10.4	-2.3	4.4	10.5	-14.8	9.5	-19.8	9.5	-1.9	2.2	10.0
CCCNC(=O)COc1ncnc2sc(C)c(C)c12	-5.0	4.4	3.8	0.6	-16.7	-10.9	8.0	-13.6	4.3	-0.4	-52.2
CCOc1ccc(S(=O)(=O)NCCC(=O)NC2=NCCS2)cc1	-4.9	1.1	17.5	11.7	8.4	4.8	22.9	10.0	-8.7	2.3	-7.2
CC(C)N1CCCC(C)(C(=O)Nc2cccc(Oc3ccccc3)c2)C1 (stereo not drawn)	/	0.3	-13.7	-5.6	-41.2	-6.5	0.3	1.0	-6.1	/	-11.2
O=C(N/N=C\c1ccc(OCC(=O)N2CCCC2)cc1)C(=O)Nc1ccccc1F	1.4	1.0	32.2	8.5	-10.6	-9.7	-5.3	-11.9	12.5	-2.6	-34.6
Cn1c(CO)cnc1SCc1ccccc1	-28.6	5.9	-44.3	-74.9	-25.3	-31.2	2.8	-7.8	-0.9	2.7	-19.8
N#CCCCn1c(O)c(N=NC(=O)C(O)c2ccccc2)c2ccccc21 (stereo not drawn)	5.5	-3.9	-0.3	5.4	22.4	1.5	11.6	5.2	-9.1	-4.2	9.8
O=C(NC1CCCCCC1)c1ccc(-n2cnnc2)cc1	1.2	-10.1	-9.5	-15.2	-1.2	-7.3	9.7	-21.6	-4.6	2.9	-15.3
CN(CC(=O)Nc1ccc(Cl)cc1)C(=O)CN1C(=O)C2CCCCC2C1=O (stereo not drawn)	/	5.5	12.9	13.4	2.8	16.3	7.1	4.1	9.5	/	6.3
CC(C)(C)c1cc(C(=O)Nc2cccc3ccccc23)ccn1	6.5	1.3	-11.4	-21.9	1.1	15.7	-12.8	13.2	-0.1	0.8	-14.9
Cc1cccc(CSC(Nc2ccc(F)cc2)=C(C#N)C#N)c1	16.0	-43.6	61.6*	-2.2	96.5*	53.8	64.4*	42.4	21.8	-0.2	47.8
O=c1[nH]c(-c2ccccn2)nc(C(F)(F)F)c1Br	15.8	6.9	15.4	15.2	30.1	38.6	2.0	14.5	17.2	-2.2	3.5
Cc1cc(NC(=O)CSc2nc3c(C)c(C)ccc3cc2C)no1	-5.8	-22.3	12.5	7.6	16.4	-0.4	-41.6	-4.1	10.5	-2.5	-25.5
COC(=O)C1=CC(C(=O)c2cccs2)=NN(c2ccc(OC)cc2)C1C(=O)OC (stereo not drawn)	13.1	-4.3	6.4	2.6	-11.2	4.7	1.0	-13.0	5.8	-5.4	-21.6
COCCNc1nc(NCCOC)c2sc(-c3ccccc3)cc2n1	/	18.9	11.4	-26.5	9.7	38.8	-33.8	-49.7	15.8	/	-22.4
NCCCCCc1cn(CC(=O)NCCCCCCCCCCC(=O)N2CCNCC2)nn1	-2.4	5.9	-52.9	-59.9	-13.2	-3.0	0.0	-30.2	17.3	4.2	-31.3
O=C(NCC1CCCO1)c1ccc(NC(=O)C2C3C=CC(C3)C2C(=O)O)cc1 (stereo not drawn)	5.3	6.6	4.9	16.1	-8.1	-8.3	0.9	3.9	3.7	0.6	-18.1
C=C(C)CN=C1NN=C(c2cc(C)n(-c3ccc(C)cc3)c2C)CS1	-15.2	6.0	-94.3	-18.8	-20.3	65.9	-13.4	-2.2	0.4	0.0	0.3
CCCOc1ccc(C(=O)O)cc1	-0.4	-16.2	9.5	8.7	-12.6	-14.0	-3.6	2.8	-18.5	-3.8	-14.9
The list goes on.
SMILES	TRPM1 prom inh	KKLEB cytotox	Peg3 prom inh	HIF-2a block	NR2E3 ag-1	Shn3 3UTR inh	TWEAK-Fn14 inh	CF NFkB block	C8 TRAIL sens	NR2E3 ag-2	TROY NFkB inh
Cc1nc2c(OCCN3C(=O)c4ccccc4C3=O)cccn2c1N(C)C(=O)CCC1CCCC1	/	14.7	0.1	19.0	-19.7	-7.7	6.3	-33.5	6.4	/	-11.0
CCc1ccc(OCC(=O)N(Cc2cccs2)C2CCS(=O)(=O)C2)cc1 (stereo not drawn)	7.7	3.9	-0.4	9.6	-8.6	-9.6	-1.7	-31.9	6.0	2.0	0.7
O=C(Cn1cnc2c(cnn2-c2ccccc2)c1=O)N1CCCc2ccccc21	-8.9	-0.5	-8.1	1.5	-18.7	-2.2	13.6	-13.2	17.0	-1.5	17.4
C[C@H]1CN(S(=O)(=O)C(C)(C)C)[C@H](CCO)/C1=C\c1ccccc1	9.0	10.8	12.5	-0.2	-18.9	2.7	1.1	-17.1	-11.4	/	-8.2
O=C(CNC(=O)c1ccc(Cl)cc1)c1ccc(Cl)cc1	-77.4	-11.6	-123.5	-159.5	-44.0	-23.3	-53.7	6.1	-3.0	1.3	-55.7
O=C(COC(=O)c1ccccc1-c1nc2ccccc2s1)NC1CCS(=O)(=O)C1 (stereo not drawn)	6.8	-8.4	2.1	5.1	-16.9	4.0	-14.2	8.8	-5.0	-1.8	5.1
Cc1ccc(NC(=S)NC(=O)Cc2ccccc2)c(O)c1	-21.2	4.4	-68.6	-145.2	-28.1	-59.8	-1.8	25.0	-4.4	/	-21.6
CCOc1cc(/C=N/NC(=O)Cc2ccc(C(F)(F)F)cc2[N+](=O)[O-])c(Br)cc1OC	6.1	-15.1	35.3	6.8	9.4	22.8	-24.9	-5.7	6.9	4.2	-6.0
COC(=O)CSc1nc2sccc2c(=O)n1-c1ccccc1	-24.8	-11.1	6.6	19.1	-11.7	4.3	-12.8	40.2	-18.5	0.9	-9.8
CCOc1cc(N2CCOCC2)c(OCC)cc1NC(=O)COC(=O)COc1ccc(C#N)cc1	5.3	-2.9	21.4	10.4	-28.0	-12.9	0.5	-6.9	-1.5	1.9	-1.6
O=CN(CCN(C=O)CN1CCCCC1)CN1CCCCC1	2.7	5.3	8.6	3.6	4.7	-46.4	6.2	-8.1	-4.1	3.7	-5.8
Cc1cc(=O)n2[nH]cc(-c3ccccc3)c2n1	-0.5	-12.3	10.4	0.0	-4.7	-5.0	-7.0	16.6	-7.7	/	17.5
CCCN(CCC)CCCNC(=S)Nc1ccc2nc3n(c(=O)c2c1)CCCCC3	-1.2	-1.7	-3.9	-2.3	7.1	6.4	17.1	2.2	4.7	3.0	4.5
COc1ccc(NCc2n[nH]nc2-c2ccccc2)cc1Cl	12.6	2.9	1.8	-13.5	-17.8	-15.0	0.4	10.3	8.2	3.5	-8.8
COC(=O)c1ccc2nc(-c3cccc(Cl)c3)c(Cc3cccc(Cl)c3)n2c1	/	/	/	-47.8	-18.5	/	-4.5	/	19.1	/	-38.6
Cc1cccn2c(=O)c3cc(C(=O)NC4CCCCC4)sc3nc12	-5.5	-8.2	-45.0	-44.8	16.8	-27.0	-28.9	-10.0	4.8	3.4	-35.7
O=c1cc(-c2ccccc2)ss1	0.4	-6.8	4.5	-0.4	21.4	-8.4	5.3	13.1	-14.0	/	-7.6
Cc1ccc(NC(=O)N2CCCC2C(=O)NCc2ccc3c(c2)OCO3)cc1 (stereo not drawn)	-9.7	7.3	5.3	1.5	-7.8	6.4	31.7	9.6	-0.4	1.8	-12.7
NC(N)=NS(=O)(=O)c1ccc(NC(=S)NC(=O)c2ccccc2)cc1	-3.1	4.8	0.8	2.4	2.8	-106.7	-2.8	4.8	-0.9	0.1	-10.6
O=[N+]([O-])c1ccc(Oc2cccc(Br)c2)c2ccncc12	12.5	-23.2	35.6	45.4*	0.5	-13.3	34.5	31.6	-3.9	0.2	27.3
CNS(=O)(=O)c1cccc(C(=O)OCC(=O)c2ccc3[nH]c(=O)[nH]c3c2)c1	0.0	5.2	-9.4	4.7	-14.0	-23.8	9.5	8.4	-27.4	/	2.5
Nc1nc(NCCOCCO)nc(NCc2ccccc2)c1[N+](=O)[O-]	11.5	5.6	18.9	20.4	-13.1	-10.9	11.1	-10.1	-18.3	/	18.7
CC(C)COc1ccc(Br)cc1CNC(C)(C)C	-7.6	-12.1	-56.8	-20.2	-22.6	-89.0	-18.8	1.1	-6.2	-1.6	-23.5
COc1cc(C2c3c(oc4ccccc4c3=O)C(=O)N2Cc2ccncc2)ccc1O (stereo not drawn)	-4.5	3.0	-3.7	13.7	-5.1	-13.9	7.0	-3.1	10.0	-1.5	8.2
CCOC(=O)N1CCN(C(=O)c2ccccc2NS(=O)(=O)c2ccc(C)cc2)CC1	3.4	-12.1	9.6	15.9	-2.0	0.3	7.1	10.1	-5.5	0.7	-3.4

Compound profiles (already shown). Order of screens: TRPM1 prom inh, KKLEB cytotox, Peg3 prom inh, HIF-2a block, NR2E3 ag-1, Shn3 3UTR inh, TWEAK-Fn14 inh, CF NFkB block, C8 TRAIL sens, NR2E3 ag-2, TROY NFkB inh
`Cc1cccn2c(=O)c3cc(C(=O)NC4CCCCC4)sc3nc12` in the list: -5.5, -8.2, -45.0, -44.8, 16.8, -27.0, -28.9, -10.0, 4.8, 3.4, -35.7
`O=c1cc(-c2ccccc2)ss1` in the list: 0.4, -6.8, 4.5, -0.4, 21.4, -8.4, 5.3, 13.1, -14.0, /, -7.6

Screens as filed in PubChem.
